SMARCA2 activ: activators of SMARCA2 function; AID 652017; hit rate 1% among 370,000; activation, % at 9.1 µM; MG213 cells, MMTV-luciferase reporter, dexamethasone, overnight; in the data active = activation above about 7.8%;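 also: 0% = vehicle wells and 100% = reference activator wells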
ssDAF-12 act: S. stercoralis DAF-12 activation, primary screen; HEK293 ssDAF-12/GRIP1 lit1-tk-luc reporter, luminescence; % of 3 µM dafachronic acid response; activation, % at 6.8 µM; hit rate 1% among 370,000; AID 652126;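 active = activation above the mean over all tested compounds plus 3 SD, cut at about 0.9% in these data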;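 also: 0% = DMSO-only wells and 100% = 3 µM delta7-dafachronic acid wells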
NPR2 activator: GC-B (human) receptor activation | hit rate 0.11% among 370,000 | HEK293-GC-B cells, CNP EC30, cGMP TR-FRET; 0% at EC30 CNP, 100% saturating CNP | P20594 | activation, % at 10 µM;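 active = activation at 10 µM reaching about 35% in either raw or pattern-adjusted values, limit read from the data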
KLK7 zymogen act: activators of human kallikrein-7 zymogen. purified proKLK7, EDANS-DABCYL substrate fluorescence; 100% is mature enzyme control, 0% vehicle. AID 652039. hit rate 0.9% among 370,000. activation, % at 7 µM. P49862;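 active = activation above the mean of all tested compounds plus 3 SD, computed per campaign excluding outliers beyond control limits, cut at about 13% in these data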
Target sequence (P49862 whole entry, looked up): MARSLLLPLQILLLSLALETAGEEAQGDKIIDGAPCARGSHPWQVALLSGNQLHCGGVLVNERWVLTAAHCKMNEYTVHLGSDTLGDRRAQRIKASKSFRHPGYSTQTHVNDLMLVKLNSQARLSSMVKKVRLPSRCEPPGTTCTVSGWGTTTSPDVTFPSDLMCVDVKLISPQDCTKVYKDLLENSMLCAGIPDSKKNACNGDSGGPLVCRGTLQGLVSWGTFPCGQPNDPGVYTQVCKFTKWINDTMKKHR
GC-A act: GC-A (human) enzyme activation; P16066; HEK293 GC-A cells, cGMP TR-FRET, EC30 ANP; 0% at EC30 ANP, 100% saturating ANP; activation, % at 10 µM; hit rate 0.14% among 370,000; in the data active = activation above about 40%
sPLA2-III inh: Blocks human group III sPLA2 activity. inhibition, % at 12.2 µM. hit rate 0.56% among 370,000. QFRET BODIPY PC-A2 liposome hydrolysis, fluorescence;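 active = inhibition above mean plus 3 SD of compounds lying within the high and low control bounds, cut at about 19% in these data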;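 also: 0% = median of test compound wells and 100% = no enzyme DMSO wells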
Target sequence (Q9NZ20 whole entry, looked up): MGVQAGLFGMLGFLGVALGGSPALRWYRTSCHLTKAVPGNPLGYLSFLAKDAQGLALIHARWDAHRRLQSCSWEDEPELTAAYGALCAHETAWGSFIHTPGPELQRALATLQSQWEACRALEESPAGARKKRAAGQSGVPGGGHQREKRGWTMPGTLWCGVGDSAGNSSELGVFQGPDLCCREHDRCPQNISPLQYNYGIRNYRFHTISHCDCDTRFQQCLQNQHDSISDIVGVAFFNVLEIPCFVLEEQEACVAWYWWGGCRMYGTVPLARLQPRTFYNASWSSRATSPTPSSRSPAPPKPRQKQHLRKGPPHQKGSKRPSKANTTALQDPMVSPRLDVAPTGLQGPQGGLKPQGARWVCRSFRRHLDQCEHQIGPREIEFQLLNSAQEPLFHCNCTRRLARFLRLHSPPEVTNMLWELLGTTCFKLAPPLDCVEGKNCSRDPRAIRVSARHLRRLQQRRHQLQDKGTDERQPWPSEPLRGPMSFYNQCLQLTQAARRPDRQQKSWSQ
FXN GAA850 act: increases GAA850 frataxin promoter reporter activity; HEK293 lucGAA850 FXN promoter luciferase reporter, 24 h; percent of 10 µM SAHA response; activation, % at 6 µM; hit rate 0.56% among 360,000; AID 540364;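 active = activation above the average of all compounds screened plus 3 SD, cutoff fixed separately per campaign, cut at about 7.5% in these data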;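 also: 0% = DMSO wells and 100% = 10 µM SAHA wells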
hgDAF-12 ag: hgDAF-12 agonism, primary luciferase screen; HEK293 GAL4-hgDAF12 UAS-luciferase reporter, agonist luminescence; normalized to butyrate control; activation, % at 6.8 µM; hit rate 1.8% among 370,000; AID 687014;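 active = activation above a cutoff set at the mean of all screened compounds plus 3 SD, cut at about 10% in these data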;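 also: 0% = DMSO wells and 100% = sodium butyrate wells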
hcDAF-12 act: H. contortus DAF-12 activation, primary screen | HEK293 hcDAF-12 lit1-tk-luc reporter, luminescence; 0% DMSO, 100% Δ7-dafachronic acid | activation, % at 6.8 µM | hit rate 1.4% among 370,000 | AID 652067;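 active = activation above the mean of all tested compounds plus 3 SD, cut at about 5.5% in these data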;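 also: 100% = response to 3 µM Δ7-dafachronic acid high control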
DAX1 inh-1: blocks DAX1 repression of SF-1 activated StAR promoter. HEK293T StAR-luciferase reporter, SF-1/DAX-1 repression relief. inhibition, % at 6.8 µM. hit rate 1.1% among 370,000. AID 652010;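 active = inhibition above the mean over all tested compounds plus 3 SD, cut at about 3.6% in these data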;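 also: 0% = DAX-1 cells with DMSO and 100% = cells lacking DAX-1 with DMSO; higher inhibition means more luminescence from relief of DAX-1 repression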
DAX1 inh-2: NR0B1 (DAX1) inhibition; P51843; HEK293 Gal4-DAX1 luciferase reporter, luminescence; inhibition, % at 6.75 µM; hit rate 0.99% among 340,000; AID 504766;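 active = inhibition above the mean over all tested compounds plus 3 SD, cut at about 4.2% in these data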;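 also: 0% = DAX1-transfected cells with DMSO and 100% = empty-vector control cells with DMSO; inhibition shows as a rise in luminescence from relieved DAX1 repression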
Target sequence (P51843 207-470 limits assumed): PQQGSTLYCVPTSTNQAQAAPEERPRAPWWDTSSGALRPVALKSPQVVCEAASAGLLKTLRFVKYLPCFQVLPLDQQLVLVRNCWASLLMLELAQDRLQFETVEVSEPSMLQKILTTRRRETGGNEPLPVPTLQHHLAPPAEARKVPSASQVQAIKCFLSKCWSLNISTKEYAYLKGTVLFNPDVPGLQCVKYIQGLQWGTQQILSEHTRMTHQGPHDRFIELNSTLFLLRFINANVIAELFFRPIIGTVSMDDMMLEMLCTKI
Active calls of the source: *; nt = not tested or not shown. Outcome played no part in choosing rows; overall some 6.7% were active at least once.

SMILES	SMARCA2 activ	ssDAF-12 act	NPR2 activator	KLK7 zymogen act	GC-A act	sPLA2-III inh	FXN GAA850 act	hgDAF-12 ag	hcDAF-12 act	DAX1 inh-1	DAX1 inh-2
CC(=O)Nc1ccc(S(=O)(=O)N2CCN(Cc3ccncc3)CC2)cc1	2.1	-0.8	-1.9	-0.1	2.4	1.1	0.9	0.5	-0.7	0.1	-0.3
Cc1cccc(NC(=O)N2CCCC2C(=O)Nc2ccccc2)c1 (stereo unspecified)	-5.0	-1.5	-0.5	0.0	0.2	8.9	-1.4	-1.0	-2.5	0.3	1.4
O=S(=O)(c1ccccc1C(F)(F)F)N1CCN(S(=O)(=O)c2ccccc2C(F)(F)F)CC1	-3.2	-1.3	-7.7	-0.6	-3.8	-1.1	0.3	-1.6	0.3	-0.4	-0.1
C=CCc1cccc(C=Nc2c[nH]c(=O)[nH]c2=O)c1O	0.6	-1.0	-1.8	-0.5	1.1	-1.2	-0.4	3.0	-0.8	-0.1	2.3
Cc1noc(C)c1COc1ccc2ccc(=O)oc2c1	-0.7	-1.9	-4.6	1.5	-2.8	-0.9	0.8	-1.6	0.9	-1.1	-1.1
CC(=NCCN1CCN(C(=S)Nc2ccccc2)CC1)C1=C(O)CC(C)(C)CC1=O	-4.2	-0.6	-2.2	0.3	-1.4	10.0	-0.1	0.0	1.2	1.8	-0.8
NS(=O)(=O)c1ccc(CCNC(=O)c2cncc(Br)c2)cc1	-3.2	-1.3	0.0	0.1	3.6	-0.1	0.6	4.6	-1.2	-0.8	0.9
C#CC1(NC(=O)NS(=O)(=O)c2ccc(C)cc2)CCCCC1	-1.8	-1.7	0.8	0.1	-1.7	4.2	0.5	-1.7	0.6	0.3	-1.6
N#Cc1nc(-c2ccccc2Cl)oc1NCC1CCCO1 (stereo unspecified)	1.1	-1.6	-3.5	0.6	2.7	7.9	3.1	-2.4	-0.3	-0.2	-0.9
O=c1c2cnn(-c3ccccc3)c2nc(-c2cccs2)n1-c1cccc(Cl)c1	4.5	-0.8	-3.2	0.2	-4.9	-1.4	-1.2	0.0	1.6	-0.1	-1.7
CC(=O)[C@H]1[C@H](C#N)C[C@H]2[C@@H]3CC=C4C[C@@H](O)CC[C@]4(C)[C@H]3CC[C@@]21C	-4.4	-0.2	-2.9	0.4	2.0	0.5	-0.2	-1.4	-0.8	0.7	0.0
CC(C(=O)OCC(=O)Nc1ccccc1OC(F)F)N1C(=O)C2CC=CCC2C1=O (stereo unspecified)	-3.8	-1.3	-2.2	-0.5	-0.4	15.3	-0.2	-3.9	0.1	-0.9	2.7
COc1cccc(-c2nc(CS(=O)(=O)CC(=O)Nc3c(C)cccc3C)c(C)o2)c1	-2.6	-1.4	-0.5	-0.2	-16.2	3.8	2.1	0.7	0.8	0.2	0.6
Cc1csc(NC(=O)CSCC(=O)O)c1-c1nc2ccccc2s1	0.8	-0.9	0.6	9.9	4.3	-17.2	-0.1	-2.0	0.1	0.3	0.0
CSc1ccc(/C=C(/NC(=O)c2ccccc2)C(=O)NCCN2CCOCC2)cc1	-0.2	-1.0	0.4	0.4	1.6	2.4	0.6	-1.5	-1.4	1.1	0.7
Fc1ccc(NC(=S)NC2CC3CCC(C2)N3Cc2ccco2)cc1 (stereo unspecified)	-2.7	-1.6	-1.9	0.3	-6.2	2.9	-1.0	-1.5	-1.7	-0.1	1.5
CC(C)N1CCc2[nH]c(=S)[nH]c(=O)c2C1	-2.2	-0.6	-5.4	-0.1	4.9	4.1	2.8	-0.7	3.0	-0.2	-1.2
Clc1ccc2nc(-c3ccc(Cl)nc3)[nH]c2c1	5.7	-0.1	8.4	1.2	5.4	-6.4	2.7	12.1*	3.3	0.0	2.9
O=S(=O)(/N=C(\c1ccccc1)N1CCOCC1)c1cccs1	2.7	-0.8	1.4	0.2	-1.1	8.4	0.2	-1.1	0.0	0.0	-0.6
O=C(N/N=C/c1ccc(O)c([N+](=O)[O-])c1)C1CC1(c1ccccc1)c1ccccc1 (stereo unspecified)	-1.9	-1.2	-6.5	0.6	-5.1	-4.3	10.0*	-3.1	1.9	-0.3	0.7
COc1cc(C)c2c(c1C=O)Oc1c(c(C)c(O)c3c1C(O)OC3=O)OC2=O (stereo unspecified)	2.1	-0.8	3.1	1.1	-0.8	16.9	0.2	0.9	-0.6	0.1	-0.1
O=C(CN(Cc1ccco1)C(=O)c1cccc(F)c1)Nc1ccccc1C(F)(F)F	-1.7	-1.2	0.5	-0.5	-2.3	1.9	1.8	0.0	0.0	3.7*	0.7
COc1ccc(-c2nnc(SCC(=O)NCCC(C)C)nc2-c2ccc(OC)c(OC)c2)cc1OC	-3.7	-0.9	-4.2	0.3	-5.2	2.0	-0.4	-2.1	-1.8	-0.5	0.9
N#Cc1nc(COc2ccc(F)cc2)oc1NCCN1CCOCC1	-4.8	-1.4	-3.7	0.3	4.5	-7.4	0.1	1.1	-0.4	0.0	0.4
CNc1ccc(Br)cc(C(=O)/C=C/c2cc(OC)ccc2OC)c1=O	0.4	-1.1	6.8	3.6	3.3	-0.8	2.5	-2.0	-0.9	-0.5	1.8

Printed as active in DAX1 inh-1, among the entries above:
SMILES,SMARCA2 activ,ssDAF-12 act,NPR2 activator,KLK7 zymogen act,GC-A act,sPLA2-III inh,hcDAF-12 act,DAX1 inh-1,DAX1 inh-2
O=C(CN(Cc1ccco1)C(=O)c1cccc(F)c1)Nc1ccccc1C(F)(F)F,-1.7,-1.2,0.5,-0.5,-2.3,1.9,0.0,3.7*,0.7

Remaining list, next part:
SMILES	SMARCA2 activ	ssDAF-12 act	NPR2 activator	KLK7 zymogen act	GC-A act	sPLA2-III inh	FXN GAA850 act	hgDAF-12 ag	hcDAF-12 act	DAX1 inh-1	DAX1 inh-2
CCN(C(=O)COc1ncnc2ccc(Br)cc12)C1CCS(=O)(=O)C1 (stereo unspecified)	-0.8	-1.2	1.8	0.7	0.4	-1.8	-0.8	-1.3	1.5	0.5	-1.4
COC(=O)[C@]12C[C@H](CC(=O)N3CCN(C(=O)C4CC4)CC3)C(=O)N(Cc3ccc(Cl)cc3Cl)C1=C[C@H](C1CCCC1)O[C@@H]2C	-3.3	-0.9	-18.2	0.7	-27.1	-4.6	nt	1.8	-0.6	-0.7	nt
COc1ccc(S(=O)(=O)N2CCN(C(=O)c3ccco3)CC2)c(C)c1C	0.0	-1.1	1.2	0.2	-3.1	-2.6	-0.9	2.2	-2.7	-0.5	-0.7
COc1ccc(NS(=O)(=O)c2ccc(NC(=O)c3ccccn3)cc2)cc1	-2.9	-1.2	-3.3	-1.1	-4.6	-11.9	-1.4	-1.9	-1.4	-3.8	-1.4
Cc1ccc(NS(=O)(=O)c2ccc(-c3csc(C)n3)s2)c(C)c1	-2.0	-1.8	3.3	0.5	-1.2	-24.2	-2.0	0.3	-1.2	-0.5	2.4
CN1CCN(C(=O)C2=C[C@@H](c3coc4ccccc4c3=O)C[C@@H](OCCCCO)O2)CC1	-1.0	-1.2	0.9	0.4	-1.4	4.2	1.8	-0.8	-0.6	0.0	1.5
O=C(CC[C@H]1O[C@@H](n2ccc(=O)[nH]c2=O)[C@H](O)[C@@H]1O)NCc1cccc2ccccc12	1.8	-1.6	0.4	-1.0	1.0	2.4	nt	-1.0	-1.7	-0.1	nt
O=C(Nc1ccccc1)C1CC(O)CN1S(=O)(=O)c1ccc([N+](=O)[O-])cc1 (stereo unspecified)	0.5	-1.1	1.5	0.3	2.8	-10.9	2.4	1.3	1.1	-0.2	1.6
CCOC(=O)[C@]12CCC=C1N(Cc1ccc3c(c1)OCO3)C(=O)[C@H](CC(=O)NCC13CC4CC(CC(C4)C1)C3)C2	-3.8	-0.8	2.9	0.4	-1.3	-4.9	nt	-2.3	-0.5	-0.2	nt
Cc1ccc2nc(/C(C#N)=C/c3ccc(-c4cccc([N+](=O)[O-])c4)o3)[nH]c2c1	0.4	-0.7	7.4	-0.6	6.5	3.1	0.2	-0.6	-1.1	0.8	0.7
CC(=O)Nc1nnc(SCC(=O)NC2CCCC2)s1	-1.7	-0.6	3.9	0.0	0.1	3.0	0.6	0.1	-1.0	0.4	0.3
Cc1cccc(NC(=S)NCC(C)CSc2ccc(Cl)cc2)c1 (stereo unspecified)	-0.4	-1.9	1.0	0.3	-3.2	1.2	-0.1	0.8	-0.8	-0.2	0.9
NC(=O)c1cc[n+](CC(=O)NC(=O)Nc2ccccc2)cc1	5.2	-0.8	0.4	1.0	2.9	-10.4	0.5	10.0	4.5	2.1	0.2
NS(=O)(=O)c1ccc(Nc2nc(-c3ccc4ccccc4c3)cs2)cc1	0.1	-2.3	-14.1	-4.2	1.9	-90.2	2.7	1.2	-3.0	-1.7	0.1
Cc1ccc(N(C(=O)Cn2nnc(-c3ccccc3)n2)C(C(=O)NC2CCCCC2)c2ccccn2)cc1C (stereo unspecified)	-3.4	-0.8	-9.1	-0.1	2.4	1.6	1.6	-0.3	0.7	-0.1	-0.5

Arranged by value in DAX1 inh-2 (low to high): five of the compounds above
Compound	DAX1 inh-2
COc1ccc(S(=O)(=O)N2CCN(C(=O)c3ccco3)CC2)c(C)c1C	-0.7
Cc1ccc(N(C(=O)Cn2nnc(-c3ccccc3)n2)C(C(=O)NC2CCCCC2)c2ccccn2)cc1C (stereo unspecified)	-0.5
NS(=O)(=O)c1ccc(Nc2nc(-c3ccc4ccccc4c3)cs2)cc1	0.1
NC(=O)c1cc[n+](CC(=O)NC(=O)Nc2ccccc2)cc1	0.2
CC(=O)Nc1nnc(SCC(=O)NC2CCCC2)s1	0.3

An excerpt from above in order of number of heavy atoms, rising:
SMILES	SMARCA2 activ	ssDAF-12 act	NPR2 activator	KLK7 zymogen act	GC-A act	sPLA2-III inh	FXN GAA850 act	hgDAF-12 ag	hcDAF-12 act	DAX1 inh-1	DAX1 inh-2
Cc1ccc(NS(=O)(=O)c2ccc(-c3csc(C)n3)s2)c(C)c1	-2.0	-1.8	3.3	0.5	-1.2	-24.2	-2.0	0.3	-1.2	-0.5	2.4
CNc1ccc(Br)cc(C(=O)/C=C/c2cc(OC)ccc2OC)c1=O	0.4	-1.1	6.8	3.6	3.3	-0.8	2.5	-2.0	-0.9	-0.5	1.8
CC(C(=O)OCC(=O)Nc1ccccc1OC(F)F)N1C(=O)C2CC=CCC2C1=O (stereo unspecified)	-3.8	-1.3	-2.2	-0.5	-0.4	15.3	-0.2	-3.9	0.1	-0.9	2.7
